Mcl1-Noxa inh: disrupts binding of human Mcl-1 to Noxa peptide; Q07820; 220,000 tested, 1.5% active; inhibition, % at 21.7 µM; TR-FRET Mcl-1/Noxa peptide binding, 2 h;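 active means compounds that cut the protein-peptide binding signal by more than 50% relative to plate controls in a single-dose test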;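 further: His-tagged Mcl-1 with rhodamine Noxa BH3 peptide and terbium anti-His antibody; 0% = Mcl-1 plus Noxa peptide wells and 100% = peptide-only wells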
Pf gamet viab: inhibitors of late stage P. falciparum gametocyte viability; AID 743093; 150,000 tested, 0.065% active; inhibition, % at 10.9 µM; P. falciparum stage V gametocytes, ATP luminescence, 24 h;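 active means inhibition above the mean plus 3 SD of compounds within the control limits, set per campaign, cut at about 38% in these data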;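 further: 0% = DMSO wells and 100% = medium only without gametocytes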
Mcl-1 Bim block: disrupts Bim peptide binding to human Mcl-1; Q07820; Bead-based flow cytometry, Bim peptide-Mcl-1 binding; inhibition, % at 10 µM; 190,000 tested, 0.1% active; AID 1009; in the data active means inhibition above about 40%;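 further: 0% = no compound tracer wells and 100% = peptide blocker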
RGS4-Gao reg: human RGS4-Galphao interaction regulation; AID 1415; binding response (% of control), % at 10 µM; P09471; Multiplexed bead flow cytometry, RGS4-Galphao binding; actives lie on both sides; 220,000 tested, 0.33% active; in the data active means binding response below about 49% or above about 150%; inactive means in between;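 further: fluorescent Galphao activated with aluminum fluoride binding bead-coupled RGS4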
Target sequence (P09471 whole entry, looked up): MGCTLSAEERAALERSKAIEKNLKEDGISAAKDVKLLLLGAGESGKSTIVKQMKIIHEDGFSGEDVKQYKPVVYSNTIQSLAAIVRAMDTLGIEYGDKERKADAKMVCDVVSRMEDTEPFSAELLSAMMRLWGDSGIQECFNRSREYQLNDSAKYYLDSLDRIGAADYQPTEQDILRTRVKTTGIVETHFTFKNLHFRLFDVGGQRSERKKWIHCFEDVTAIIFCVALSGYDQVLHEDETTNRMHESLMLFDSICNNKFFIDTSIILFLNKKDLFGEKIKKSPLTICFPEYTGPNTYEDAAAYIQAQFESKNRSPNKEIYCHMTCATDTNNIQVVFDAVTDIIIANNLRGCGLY
ABCB1 inh: blocks JC-1 efflux by human ABCB1 transporter | CCRF-Adr cells, flow cytometry | AID 1326 | inhibition, % at 6.6 µM | P08183 | 190,000 tested, 0.067% active; in the data active means inhibition above about 40%;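 further: 0% = vehicle and 100% = reference inhibitor; higher value means more JC-1 retained so stronger ABCB1 efflux block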
RGS8-Gao reg: human RGS8-Galphao interaction regulation; P09471; 220,000 tested, 0.34% active; response (percent of control binding), % at 10 µM; multiplexed bead flow cytometry, RGS8-Galphao binding; actives lie on both sides; in the data active means response below about 60% or above about 140%; inactive means in between;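 further: Galphao activated as the GDP aluminium fluoride complex binding bead-coupled RGS8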
RGS7-Gao: modulates binding of RGS7 to human Galphao; P09471; Multiplexed bead flow cytometry; actives lie on both sides; binding response (% of control), % at 10 µM; 220,000 tested, 0.35% active; AID 1439; in the data active means binding response below about 49% or above about 150%; inconclusive means no clear call, values can overlap the other calls; inactive means in between;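 further: fluorescent Galphao held in activated GDP-AlF4 state binding bead-coupled RGS7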
GSH bead fluor: compound fluoresces at 488/530 nm on GSH beads | GSH beads flow cytometry, compound fluorescence 488/530 nm; stronger effect = higher value | fluorescence (KMESF) at 10 µM | 190,000 tested, 0.25% active | AID 1776; in the data active means fluorescence above about 89;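 further: glutathione beads carrying GST-tagged Bcl family fusion proteins plus one bare bead set; values are compound well signal with DMSO vehicle wells as background; inactives centre near 16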
Avidin fluor: avidin bead compound fluorescence profile; AID 1775; Avidin beads, compound fluorescence 488/530 nm, flow cytometry; stronger effect = higher value; 220,000 tested, 0.38% active; fluorescence (KMESF) at 10 µM; in the data active means fluorescence above about 47; further: inactives centre near 10
ABCG2 inh: inhibitors of human ABCG2 transporter, ABCB1 counter-screen; Q9UNQ0; IgMXP3 cells, JC-1 efflux, flow cytometry; inhibition, % at 6.6 µM; 190,000 tested, 0.1% active; AID 1325;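 active means inhibition above 80%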;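 further: 0% = DMSO and 100% = nicardipine control wells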
Target sequence (Q9UNQ0 whole entry, looked up): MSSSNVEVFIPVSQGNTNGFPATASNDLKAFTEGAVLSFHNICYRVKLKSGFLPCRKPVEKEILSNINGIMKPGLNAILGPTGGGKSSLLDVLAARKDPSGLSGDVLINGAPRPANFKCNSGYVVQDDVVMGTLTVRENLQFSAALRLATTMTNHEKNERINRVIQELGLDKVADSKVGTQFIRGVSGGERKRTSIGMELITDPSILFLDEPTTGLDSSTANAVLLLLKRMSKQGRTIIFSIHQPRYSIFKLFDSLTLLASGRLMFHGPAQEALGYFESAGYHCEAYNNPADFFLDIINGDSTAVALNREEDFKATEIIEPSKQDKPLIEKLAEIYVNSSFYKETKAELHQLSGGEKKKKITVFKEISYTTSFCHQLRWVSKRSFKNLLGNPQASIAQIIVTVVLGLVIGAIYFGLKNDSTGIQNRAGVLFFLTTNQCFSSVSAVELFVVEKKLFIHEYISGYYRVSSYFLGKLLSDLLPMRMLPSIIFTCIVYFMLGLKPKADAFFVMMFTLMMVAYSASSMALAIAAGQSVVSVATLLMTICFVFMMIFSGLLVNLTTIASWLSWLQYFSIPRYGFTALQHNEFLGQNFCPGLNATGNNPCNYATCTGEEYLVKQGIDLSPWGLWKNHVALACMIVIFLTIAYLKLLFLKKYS
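Measure – % inhibition of efflux relative to nicardipine and DMSO · Test system – ABCG2 IgMXP3 and barcoded ABCB1 CCRF-Adr cell mix · Control set – nicardipine as high control, DMSO as low control · Compound – one concentration, 6.6 µM final · Signal – flow cytometry of retained JC-1 fluorescence · Timing – 10 min exposure at 25 °C with rotation, no wash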
Mcl1 Bid PPI: disrupts binding of human Mcl-1 to Bid peptide. Q07820. TR-FRET Mcl-1/Bid-Dy647 peptide binding, 1536-well. inhibition, % at 21.7 µM. 220,000 tested, 0.97% active;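 active means compounds that cut the binding signal by more than half at the single screening dose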;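 further: His-tagged Mcl-1 with europium anti-His antibody binding Bid BH3 peptide; 0% = Mcl-1 plus peptide wells and 100% = peptide-only wells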
* marks the source's active call; other numbers are inactive results; ? = inconclusive; . = not tested or not shown.

Order of values – Mcl1-Noxa inh	GSH bead fluor	Pf gamet viab	Mcl1 Bid PPI	RGS7-Gao	Avidin fluor	ABCG2 inh	RGS8-Gao reg	Mcl-1 Bim block	RGS4-Gao reg	ABCB1 inh
1. CC1CCN(S(=O)(=O)c2ccc(C(=O)Nc3ccccc3-c3nc4ccccc4[nH]3)cc2)CC1
    1.1	14	.	2.2	103.4	11	-2.3	100.1	-3.0	99.3	-0.4
2. Cc1ccc2cc(S(=O)(=O)NCCC(=O)O)ccc2c1
    18.0	35	.	-4.5	104.1	11	-0.3	105.0	-2.0	105.8	-0.1
3. CCOc1ccccc1N1CCN(CC(=O)NC(=O)NCc2ccco2)CC1
    16.2	17	11.4	-11.2	98.3	7	0.6	105.1	0.0	97.3	1.0
4. COCCNC(=O)CN(c1ccc(OC)c(OC)c1)S(=O)(=O)c1ccc(C)cc1
    -9.4	21	-13.7	28.6	98.3	5	0.5	97.9	0.0	98.2	0.3
5. O=C(CCc1nnc(-c2ccc3c(c2)OCO3)o1)NC(c1cccnc1)C(F)(F)F (centres undefined)
    12.2	12	-15.4	-4.0	104.5	14	3.2	104.7	0.0	102.1	-0.1
6. O=c1cc(-c2ccccc2Cl)oc2ccc([N+](=O)[O-])c(O)c12
    -95.7	19	-11.9	0.0	96.5	11	28.7	100.6	0.0	96.2	2.0
7. O=C(N/N=C/C1C(c2ccccc2)C1(Cl)Cl)c1cccc(Br)c1 (centres undefined)
    -16.2	17	.	-23.1	96.0	15	0.3	99.6	-1.0	94.4	-0.2
8. CN(C)c1ccc(C(CNC(=O)c2ccc(C#N)cc2)c2c[nH]c3ccccc23)cc1 (centres undefined)
    79.1*	10	-11.3	-6.5	97.7	3	-6.9	74.8	-1.0	93.3	-1.0
9. CCOC(=O)c1c(C)[nH]c(C)c1C(=O)COC(=O)c1ccc(OC)c(OC)c1
    13.9	25	-16.1	-4.8	101.6	26	1.1	105.3	0.0	103.5	-0.2
10. CCCc1cc(=O)oc2c(C)c(OCC(=O)c3ccc(N4CCCC4)cc3)ccc12
    32.2	43	.	48.7	99.7	10	27.6	102.8	-21.0	97.8	1.5
11. Cn1c(=O)cc(OCC(=O)N2CCN(c3cccc(C(F)(F)F)c3)CC2)c2ccccc21
    13.5	68	18.6	3.3	101.8	7	15.2	98.3	-4.0	102.2	3.2
12. COc1ccccc1CNC(=O)c1csc2c1CCCC2
    -10.6	9	-47.1	-23.6	103.5	19	0.8	105.4	0.0	103.4	-0.1
13. COc1ccc(C(=O)C2CCCN(C(=O)c3cccs3)C2)cc1F (centres undefined)
    0.9	14	-46.7	-38.9	95.7	10	2.6	101.8	0.0	96.3	0.8
14. Cc1ccsc1C1Nc2ccccc2-c2nc3ccccc3n21 (centres undefined)
    9.2	13	2.7	-16.6	104.1	11	5.5	107.9	-1.0	100.5	0.5
15. CCCc1n[nH]c2c1/C(=N\OCC)CC(C)(C)C2
    19.9	.	-5.5	8.4	?	6	.	99.8	.	98.6	.
16. O=C(N/N=C/c1cc([N+](=O)[O-])ccc1O)C1CC1
    22.0	.	-5.2	-49.1	?	6	.	97.1	.	98.3	.
17. O=C(C1CC1)N1CCN=C1SCc1cccc(F)c1
    6.3	24	.	-16.1	102.5	6	0.5	103.7	-1.0	104.5	0.5
18. N#Cc1ccsc1NC(=O)CN1CCN(c2ccccc2)CC1
    43.0	11	5.1	-13.5	98.3	3	7.9	102.6	0.0	99.6	0.5
19. CSCCC(NS(=O)(=O)c1ccc(Cl)cc1)C(=O)OCc1c(Cl)cccc1Cl (centres undefined)
    -3.1	4	-22.1	-20.2	102.7	12	4.8	101.1	-3.0	100.0	0.2
20. COc1ccc(OC)c(NC(=O)c2nnn(Cc3ccc(Br)cc3F)c2N)c1
    27.6	25	.	0.8	108.2	11	-0.4	107.2	1.0	102.4	-0.2

3 entries from above, ordered by the number in GSH bead fluor, highest first:
no.	molecule	Mcl1-Noxa inh	GSH bead fluor	Mcl1 Bid PPI	RGS7-Gao	Avidin fluor	RGS8-Gao reg	Mcl-1 Bim block	RGS4-Gao reg	ABCB1 inh
9	CCOC(=O)c1c(C)[nH]c(C)c1C(=O)COC(=O)c1ccc(OC)c(OC)c1	13.9	25	-4.8	101.6	26	105.3	0.0	103.5	-0.2
1	CC1CCN(S(=O)(=O)c2ccc(C(=O)Nc3ccccc3-c3nc4ccccc4[nH]3)cc2)CC1	1.1	14	2.2	103.4	11	100.1	-3.0	99.3	-0.4
12	COc1ccccc1CNC(=O)c1csc2c1CCCC2	-10.6	9	-23.6	103.5	19	105.4	0.0	103.4	-0.1

Retrieved by structure from the list above (two):
Order of values – Mcl1-Noxa inh	GSH bead fluor	Pf gamet viab	Mcl1 Bid PPI	RGS7-Gao	Avidin fluor	ABCG2 inh	RGS8-Gao reg	Mcl-1 Bim block	RGS4-Gao reg	ABCB1 inh
15. CCCc1n[nH]c2c1/C(=N\OCC)CC(C)(C)C2
    19.9	.	-5.5	8.4	?	6	.	99.8	.	98.6	.
16. O=C(N/N=C/c1cc([N+](=O)[O-])ccc1O)C1CC1
    22.0	.	-5.2	-49.1	?	6	.	97.1	.	98.3	.

The list continues:
Order of values – Mcl1-Noxa inh	GSH bead fluor	Pf gamet viab	Mcl1 Bid PPI	RGS7-Gao	Avidin fluor	ABCG2 inh	RGS8-Gao reg	Mcl-1 Bim block	RGS4-Gao reg	ABCB1 inh
21. COc1ccc(-c2noc(CCC(=O)NC3CCN(Cc4ccccc4)CC3)n2)cc1
    15.4	28	.	-2.0	104.0	3	3.3	106.6	-6.0	114.4	0.7
22. Cc1ccc(N(C(=O)Cn2nnc(-c3ccccc3)n2)C(C(=O)NC2CCCCC2)c2ccccn2)cc1C (centres undefined)
    -0.9	9	.	1.9	102.1	4	3.3	99.0	-4.0	99.9	3.8
23. CCOC(=O)N1CCN(C(=O)c2oc3ccc(S(=O)(=O)N4CCOCC4)cc3c2C)CC1
    4.6	38	.	-2.0	101.6	12	2.9	104.2	0.0	102.5	0.1
24. Cc1cc(C(=O)Nc2c(C)nn(Cc3ccc(F)cc3)c2C)on1
    -2.5	22	.	-0.1	98.2	8	0.1	100.2	1.0	98.7	0.1
25. CC(=O)Nc1ccc2c(c1)ncn2-c1ccccc1
    2.8	.	-6.0	-49.3	?	9	.	99.6	.	99.6	.
26. O=C(c1ccccc1)c1coc2ccc(O)c(CN3CCOCC3)c12
    2.2	36	.	-48.8	92.9	8	1.7	95.4	-3.0	86.1	-0.2
27. COc1cc(OC)cc(C(=O)NCC(=O)OCC(=O)Nc2ncc(Cl)cc2Cl)c1
    1.4	12	.	-46.2	?	16	7.0	102.6	0.0	100.6	3.4
28. COc1cccc(OC)c1C(=O)Nc1ccc2c(c1)Cc1ccccc1-2
    10.5	18	.	-8.1	93.8	7	4.4	102.5	0.0	99.9	1.2
29. COc1ccc(CCN2C(=O)C3C4CCC(C4=C(C)C)C3C2=O)cc1OC (centres undefined)
    19.3	19	-1.7	-10.8	100.2	9	16.8	100.9	-5.0	100.3	1.5
30. CCn1c(-c2cccc(Cl)c2)n[nH]c1=S
    20.0	24	.	-19.8	108.9	15	0.8	108.5	-1.0	102.5	0.4
31. CN(O)/C=c1/ccc2c(n1)C(=O)C=CC=2
    -108.4	14	-20.1	-90.9	96.3	21	0.1	97.9	-3.0	102.5	0.0
32. CC(C)N(N=Nc1ccc([N+](=O)[O-])cc1)C(C)C
    -1.8	15	5.5	18.3	96.2	20	22.5	97.2	0.0	93.2	1.5
33. CCN(C(=O)c1ccc(C)c(Br)c1)c1ccccc1
    4.9	13	-14.1	-37.8	102.6	10	12.1	100.1	3.0	103.6	2.4
34. COCCn1c(SCC(=O)c2[nH]c(C)c(C(C)=O)c2C)nc2ccccc2c1=O
    -5.3	.	22.0	-28.1	?	11	.	100.9	.	98.4	.
35. COc1cc2ccccc2cc1C(=O)O
    13.7	13	.	-4.8	99.0	7	0.9	102.5	-1.0	97.0	0.1
36. Cc1cc(C(F)F)n2nc(C(=O)Nc3sc4c(c3C(N)=O)CCC4)nc2n1
    73.6*	11	0.7	-87.0	100.2	7	-9.2	100.4	-12.0	96.2	-2.0
37. CC(C)Oc1ccc(NC(N)=O)cc1
    19.2	17	.	-4.0	104.9	6	0.1	104.9	1.0	106.8	0.2
38. CC(=O)Nc1ccccc1C(=O)C(=O)O
    24.8	36	.	28.2	102.4	13	10.3	103.5	-2.0	102.3	1.1
39. Cc1ccc(Nc2nnc(SC(C)C(=O)Nc3c(C)n(C)n(-c4ccccc4)c3=O)s2)cc1 (centres undefined)
    20.2	10	24.3	-10.5	99.1	10	8.0	100.8	-7.0	103.7	-0.2
40. CCc1ccccc1NC(=S)N(CCN1CCOCC1)C1CCN(C(C)=O)CC1
    11.2	26	15.2	-25.2	97.8	8	-0.6	100.1	0.0	99.2	-0.2

(cont.)
Order of values – Mcl1-Noxa inh	GSH bead fluor	Pf gamet viab	Mcl1 Bid PPI	RGS7-Gao	Avidin fluor	ABCG2 inh	RGS8-Gao reg	Mcl-1 Bim block	RGS4-Gao reg	ABCB1 inh
41. COc1ccc(CCN(C(=O)COc2ccccc2)c2nc(-c3ccccc3)cs2)cc1OC
    -6.6	39	7.9	-28.3	97.1	7	7.5	100.0	0.0	101.1	0.9
42. O=c1cc(-c2ccc3c(c2)OCO3)oc2ccccc12
    1.8	11	.	2.8	97.2	15	3.8	94.3	4.0	81.9	0.2
43. Cn1c(=O)[nH]c2sc3c(c2c1=O)CC(C)(C)OC3
    -9.7	31	.	-23.7	103.6	7	-0.3	103.0	0.0	104.3	-0.1
44. CCOC(=O)C1C(=O)C=C(/C=C/c2ccc(N(C)C)cc2)CC1c1ccccc1 (centres undefined)
    -0.4	23	14.8	-86.2	102.4	16	15.6	108.2	-3.0	106.4	-0.1
45. COc1cc2c(c3oc(-c4ccccc4)cc(=O)c13)C=CC(C)(C)O2
    -0.1	22	.	-0.8	102.6	7	7.8	97.6	3.0	101.6	0.9
46. CC(=O)c1cccc(NC(=S)NC(=O)c2ccccc2C)c1
    14.0	15	9.7	-10.4	102.7	10	14.3	98.9	0.0	100.3	-2.6
